# Compound activity: PubChem BioAssay, National Center for Advancing Translational Sciences (NCATS)
# KDM5B inhibitor: inhibitors of human KDM5B histone demethylase; AID 1347165; Q9UGL1; hit rate 2.6% among 220,000; KDM5B demethylase, FDH-coupled NADH fluorescence (FDH is formaldehyde dehydrogenase); Potency, µM (titrated, usually from 57.7 µM), for inactives: top-dose activity change, negative = inhibition, usual class: inhibitors; active = well fitted inhibition curve with a large enough effect; inconclusive = small, poorly fitted or top-dose-only effect; inactive = no such curve, though single readings can be large or run the other way; also: 0% is about no effect; nearly all actives have a fitted effect of over 70% in size
# Target sequence (Q9UGL1 whole entry, looked up): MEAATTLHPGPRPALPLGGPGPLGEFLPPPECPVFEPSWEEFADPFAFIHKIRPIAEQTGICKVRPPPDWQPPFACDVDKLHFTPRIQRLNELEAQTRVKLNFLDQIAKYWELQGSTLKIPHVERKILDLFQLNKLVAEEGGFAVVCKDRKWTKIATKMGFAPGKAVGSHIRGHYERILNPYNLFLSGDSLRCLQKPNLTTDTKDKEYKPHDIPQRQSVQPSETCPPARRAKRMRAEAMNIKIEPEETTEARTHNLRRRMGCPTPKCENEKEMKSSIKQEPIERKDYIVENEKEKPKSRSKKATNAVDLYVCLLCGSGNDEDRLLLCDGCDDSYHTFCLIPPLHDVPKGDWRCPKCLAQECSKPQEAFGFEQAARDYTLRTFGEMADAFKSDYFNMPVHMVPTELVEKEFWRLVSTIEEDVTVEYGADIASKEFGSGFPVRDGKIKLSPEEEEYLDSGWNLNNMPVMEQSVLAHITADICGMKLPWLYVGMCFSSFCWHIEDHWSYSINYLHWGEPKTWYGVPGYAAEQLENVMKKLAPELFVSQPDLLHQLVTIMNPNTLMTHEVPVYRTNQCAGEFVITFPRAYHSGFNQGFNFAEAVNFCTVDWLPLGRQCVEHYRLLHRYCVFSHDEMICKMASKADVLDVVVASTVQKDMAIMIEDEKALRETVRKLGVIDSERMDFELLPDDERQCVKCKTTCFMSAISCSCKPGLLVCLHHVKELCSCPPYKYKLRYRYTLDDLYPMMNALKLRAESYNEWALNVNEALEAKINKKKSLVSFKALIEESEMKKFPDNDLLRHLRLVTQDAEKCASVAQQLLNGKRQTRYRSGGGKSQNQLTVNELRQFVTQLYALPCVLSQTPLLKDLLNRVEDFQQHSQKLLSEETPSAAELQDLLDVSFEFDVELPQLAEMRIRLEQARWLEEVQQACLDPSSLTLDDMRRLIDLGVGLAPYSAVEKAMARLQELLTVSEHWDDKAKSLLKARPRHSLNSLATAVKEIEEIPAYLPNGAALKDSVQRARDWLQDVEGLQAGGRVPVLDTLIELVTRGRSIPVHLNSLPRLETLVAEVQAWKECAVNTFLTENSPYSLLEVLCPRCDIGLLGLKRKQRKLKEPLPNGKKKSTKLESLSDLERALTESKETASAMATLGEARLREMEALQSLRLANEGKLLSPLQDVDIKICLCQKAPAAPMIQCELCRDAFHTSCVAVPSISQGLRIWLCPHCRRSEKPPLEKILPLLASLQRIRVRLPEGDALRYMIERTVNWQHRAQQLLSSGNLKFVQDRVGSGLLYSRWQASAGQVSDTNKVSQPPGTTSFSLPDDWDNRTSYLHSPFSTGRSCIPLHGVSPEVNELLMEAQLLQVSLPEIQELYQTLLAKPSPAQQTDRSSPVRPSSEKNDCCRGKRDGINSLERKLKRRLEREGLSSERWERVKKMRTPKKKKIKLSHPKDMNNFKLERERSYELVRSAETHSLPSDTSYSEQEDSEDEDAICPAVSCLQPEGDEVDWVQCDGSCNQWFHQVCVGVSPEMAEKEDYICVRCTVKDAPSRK
#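 Compound dilutions met 200 nM (final) KDM5BΔAP for 10 min at room temperature before substrate addition. The substrate mix held 12.5 µM H3K4me3 with cofactors 25 µM α-ketoglutarate and 50 µM Fe²⁺. NADH signal gain over 30 min defined activity.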
# The depositor's hits bear a star; ? = inconclusive; [ ] = another dose, or the depositor's remark. Potency is read from the fitted curve at half-maximal effect. Some of the compounds tested; count on the stated rates, not on these rows.
SMILES,KDM5B inhibitor
O=C(NCCn1cc(SCc2ccc(Br)cc2)c2ccccc21)c1cccs1,?
Cc1cc(Nc2cccc(C(F)(F)F)c2)ncn1,?
CCC(=O)N1Cc2ccccc2CC2(CCN(Cc3ccc(OC)cc3)C2)C1 (stereo unspecified),-11%[115 µM]
CC[C@@]1(O)CCN(C(=O)c2cccc(OCc3cccc(F)c3)c2)C[C@H]1O,-6%
Cc1ccc(CC(=O)NC(C)c2ccccn2)cc1C (stereo unspecified),18%
CCOc1ccccc1C(=O)N1CC(=O)Nc2ccc(Cl)cc2C1c1ccccc1 (stereo unspecified),-18%
Cc1ccc(S(=O)(=O)N2CCOCC2)cc1NC(=O)CNC1CCCC1,?
CCOc1ccc(NC(=O)Cn2c(=O)n(CC3CCCO3)c(=O)c3ccccc32)cc1 (stereo unspecified),-4%
COc1ccc(C2(C(=O)N3CCN(C(=O)N4CC5CC(C4)[C@H]4CCCC(=O)N4C5)CC3)CC2)cc1 (stereo partly specified),9%
CCN1CCN(CC(=O)c2c(C)[nH]c3ccccc23)CC1,8%
COc1ccc(-c2noc(CSc3nc(C)cc(=O)[nH]3)n2)cc1OC,-3%
N#Cc1cccnc1N1CCC(NC(=O)c2ccc3cccc(F)c3n2)CC1,28µM*
COc1ccc(C(=O)/C(=C/c2ccco2)c2nc3ccccc3o2)cc1,-28%
O=C(O)CC1S/C(=N/N=C/c2ccccn2)NC1=O (stereo unspecified),?
O=C(NCc1ccncc1)c1cc(C2CC2)nc2c1c(C1CCCN1)nn2-c1ccccc1 (stereo unspecified),?
CCOC(=O)c1[nH]c(C)c(CCC(=O)Nc2ccc(Br)c(C)c2)c1C,-20%
CCn1c(SCC(=O)N(C)CCOc2ccc(Br)cc2)nnc1C1CC1,25%
Cc1cc(N2CCCCC2)nc2ccc(NC(=O)/C=C/c3ccccc3OC(C)C)cc12,?
CC(C)=CCN1Cc2ccccc2NC(=O)C12CCNC2 (stereo unspecified),?
COc1ccc(Cl)cc1NC(=O)c1cnc2sc(N3CCOCC3)nn2c1=O,7%

# Another view of some results above:
mol	KDM5B inhibitor
CCC(=O)N1Cc2ccccc2CC2(CCN(Cc3ccc(OC)cc3)C2)C1 (stereo unspecified)	-11%[115 µM]
CC[C@@]1(O)CCN(C(=O)c2cccc(OCc3cccc(F)c3)c2)C[C@H]1O	-6%
Cc1ccc(CC(=O)NC(C)c2ccccn2)cc1C (stereo unspecified)	18%
CCOc1ccccc1C(=O)N1CC(=O)Nc2ccc(Cl)cc2C1c1ccccc1 (stereo unspecified)	-18%
Cc1ccc(S(=O)(=O)N2CCOCC2)cc1NC(=O)CNC1CCCC1	?
CCOc1ccc(NC(=O)Cn2c(=O)n(CC3CCCO3)c(=O)c3ccccc32)cc1 (stereo unspecified)	-4%
COc1ccc(C2(C(=O)N3CCN(C(=O)N4CC5CC(C4)[C@H]4CCCC(=O)N4C5)CC3)CC2)cc1 (stereo partly specified)	9%
CCN1CCN(CC(=O)c2c(C)[nH]c3ccccc23)CC1	8%
COc1ccc(-c2noc(CSc3nc(C)cc(=O)[nH]3)n2)cc1OC	-3%
N#Cc1cccnc1N1CCC(NC(=O)c2ccc3cccc(F)c3n2)CC1	28µM*
COc1ccc(C(=O)/C(=C/c2ccco2)c2nc3ccccc3o2)cc1	-28%
O=C(O)CC1S/C(=N/N=C/c2ccccn2)NC1=O (stereo unspecified)	?
O=C(NCc1ccncc1)c1cc(C2CC2)nc2c1c(C1CCCN1)nn2-c1ccccc1 (stereo unspecified)	?
CCOC(=O)c1[nH]c(C)c(CCC(=O)Nc2ccc(Br)c(C)c2)c1C	-20%
CCn1c(SCC(=O)N(C)CCOc2ccc(Br)cc2)nnc1C1CC1	25%
Cc1cc(N2CCCCC2)nc2ccc(NC(=O)/C=C/c3ccccc3OC(C)C)cc12	?
CC(C)=CCN1Cc2ccccc2NC(=O)C12CCNC2 (stereo unspecified)	?

# Next results follow.
SMILES,KDM5B inhibitor
CN(C)CCCNCc1ccccc1,16%
CC(C)Oc1ccccc1CN1CCC2(CC1)CC(O)CCO2 (stereo unspecified),19%
C=Cc1ccc(Cn2c(=O)c(-c3noc(C)n3)c3n(c2=O)CCCCC3)cc1,15%
CN1CCc2c([nH]c3ccccc23)C12CCN(C(=O)Cc1cccnc1)CC2,?
CN(Cc1ccccc1)C(=O)c1cnc2c(c1)N(C(=O)CCc1ccccc1)CCC2,-11%[86.2 µM]
Cn1ccc(NC(=O)CCc2ncc(-c3ccc(Cl)cc3)o2)n1,-2%
CCOC(=O)c1ccc(Oc2coc3cc(OCc4ccc(C)cc4)ccc3c2=O)cc1,9%
CCOCCCNC(=O)c1c[nH]c2ccc(S(=O)(=O)Nc3cccc(Cl)c3C)cc2c1=O,-12%
O=C([C@H]1C[C@H](Oc2ccccc2)CN1C(=O)Cc1cccc(F)c1)N1CCOCC1,-10%
O=C(Nc1ccc(F)c(Cl)c1)C1CCCN(c2ncnc3nc[nH]c23)C1 (stereo unspecified),-4%
CCOc1ccccc1NC(=O)N1CCc2nc(OCCOC)ccc2C1,-8%
O=C(NCCc1noc(C2CC2)n1)C1CCC1,14%
COc1ccc(OC)c(NC(=O)Nc2c(C)n(C)n(-c3ccccc3)c2=O)c1,-16%
COc1ccc(NC(=O)CSc2nc(-c3ccco3)cc(C(F)(F)F)n2)c(OC)c1,-6%
COc1cc(C)cc2oc(=O)c(CC(=O)Nc3nc(CC(=O)O)cs3)c(C)c12,?
CC(C)C(NC(=O)c1ccccn1)C(=O)O (stereo unspecified),13%
COc1cccc2c1OCCCN(C(=O)C1COc3ccccc3C1)C2 (stereo unspecified),-3%
Cc1ccc(C)n1-c1cccc(C(=O)Nc2ccccc2)c1,4%
Cc1cc(C)n(CC(=O)Nc2ccc(C(=O)N3CCN(c4ccccc4)CC3)cc2)c(=O)c1C#N,-5%
Cc1cc2nc3n(c(=O)c2n1CC(=O)Nc1ccccc1F)CCCC3,-8%
COc1cccc(CC2(CO)CCCN(Cc3nc(-c4cccs4)oc3C)C2)c1 (stereo unspecified),?
O=C(CN1CCCCC1)N/N=C/c1cccc(C(F)(F)F)c1,-38%
CC1CCCCC1NC(=O)CN1CCC(NC(=O)c2ccc([N+](=O)[O-])cc2)CC1 (stereo unspecified),7%
Cc1ccc(NC(=O)Nc2nnc(SCC(=O)N3CCC(C)CC3)s2)cc1,3%
CC(C)(C)C(=O)N1CCn2c(nnc2-c2ccccc2)C1,7%[86.2 µM]
COc1cccc(NC(=O)c2ccc3c(c2)NC(C)(COc2ccccc2)CO3)c1 (stereo unspecified),?
C=CCOc1cccc(NC(=O)c2ccccc2C)c1,17%
O=C(c1ccc2c(c1)CCN2S(=O)(=O)c1ccc(Br)cc1)N1CCCC1,5%
COc1ccc(C2(C(=O)NC3CCc4n[nH]c(=O)n4CC3)CC2)cc1 (stereo unspecified),5%
O=C(C1=NO[C@@H]2CN(c3ccc(F)c(Cl)c3)C[C@H]12)N1CCOCC1,-22%[86.2 µM]
O=C(NCCc1ccncc1)C1CN(C(=O)c2ccc(F)cc2)CC12CCOCC2 (stereo unspecified),-10%
COc1cccc(C(=O)NC2=NC(c3ccc(N(C)C)cc3)CC(=O)N2)c1 (stereo unspecified),-20%
COC(=O)C(C)(C)NC(=O)CNC(=O)OCc1ccccc1,-6%
CN(C)CCN(C/C=C/c1ccccc1)C/C=C/c1ccccc1,-62%
O=C(COCc1cc(-c2cccs2)on1)NCc1ccc(F)cc1,2%
CCc1c(C)sc(NC(=O)c2ccc(Cl)cc2Cl)c1C#N,?
Cc1ccc(C)c(S(=O)(=O)c2nnn3c2nc(NCc2cccs2)c2sccc23)c1,?
COc1cccc(-c2[nH]nc3c2C(c2ccc(OC)c(OC)c2OC)C(C#N)=C(N)O3)c1 (stereo unspecified),-16%
Fc1cccc(-c2cn[nH]c2C2CCNCC2)c1,-23%
CC1(C)[C@H](Cc2cc(COc3ccccc3)on2)C[C@@H]1NC(=O)c1cccs1,-31%[86.2 µM]
CN(C)c1ccc(NC(=O)CSc2ccc(F)cc2)cc1,13%
CCC(C)NC(=O)Nc1ccc(-c2noc(-c3ccncc3)n2)cc1 (stereo unspecified),-10%
O=C(Nc1cccc(C(F)(F)F)c1)c1nc2c(o1)CCN(CC1CC1)CC2,?
O=C(Nc1cccc(-c2ccc(N3CCOCC3)nn2)c1)Nc1ccc(F)cc1F,-28%
Cc1cc(=O)cc(C(=O)NC2CC(c3cc(=O)[nH]c(C4CC4)n3)C2)o1 (stereo unspecified),20%
O=S(=O)(c1ccc2[nH]c3c(c2c1)CCCC3)N1CCN(c2cccc(C(F)(F)F)c2)CC1,?
Cn1c(=O)[nH]cc(CC(=O)N2CCCC(c3cccc(C(=O)O)c3)C2)c1=O (stereo unspecified),-19%
CC(C)Cc1csc(NC(=O)c2ccc(Br)cc2)c1C(=O)O,11%
COc1ccccc1N1CCN(C(=O)CCn2ccc(=O)[nH]c2=O)CC1=O,-14%
O=C(NC1CCN(c2cc(-c3ccccc3)[nH]n2)CC1)c1cnccn1,14%
# The listing continues.
SMILES,KDM5B inhibitor
COc1ccc(C(=O)Nc2ccc([C@H]3OCC(=O)N(Cc4nccn4C)[C@@H]3CO)cc2)cc1,11%
Cc1oc(-c2cccs2)nc1CC(=O)NC(C)C12CC3CC(CC(C3)C1)C2 (stereo unspecified),108%[activator]
O=C1NCCCCCN(C(=O)Cc2cccc(F)c2)[C@@H]2CCCC[C@H]12,-20%
O=C(COC(=O)c1cccc(S(=O)(=O)N2CCCCC2)c1)NCc1ccc2c(c1)OCO2,-5%
O=C(NC1CC1)[C@@H]1CN(Cc2ccc(Br)cc2)C[C@H]1CO,2%
CCN(CCCNC(=O)c1c(C)oc2ncn(CC(C)C)c(=O)c12)Cc1ccccc1,5%
CC(=O)Nc1ccc(Cl)c(C(=O)N(C)Cc2sccc2C)c1,22%
COCCO[C@H]1C(=O)N(C2CCN(Cc3cccc(OC)n3)CC2)[C@H]1c1ccncc1,-26%
Cc1ccc(-c2cc(C(=O)Nc3cc(C)on3)c3ccccc3n2)c(C)c1,-12%
O=C(Nc1oc2ccccc2c(=O)c1-c1ccc2c(c1)OCO2)c1ccc(F)cc1,15%
O=S(=O)(c1ccccc1)c1nc(-c2ccco2)oc1SCc1ccc(F)cc1,?
Cc1cccc(-c2[nH]ncc2C=O)c1,20%
O=C(COc1ccccc1)NC1CC(=O)N(C2Cc3ccccc3C2)C1 (stereo unspecified),25%
CC(C)NC(=O)C1CCC(=O)N1C1CCN(C(=O)CCC2CCCC2)CC1 (stereo unspecified),-4%
Cc1noc(C)c1Cn1cc2c3c(cccc31)[C@H](CC(C)C)N[C@H](C(=O)N1CCOCC1)C2,?
CCN1C(=O)c2ccccc2S(=O)c2ccc(C(=O)N3CCN(c4cccc(Cl)c4)CC3)cc21 (stereo unspecified),8%
C=CC[N+]1(CC#Cc2ccccc2)CCOCC1,-2%
CCC(C(=O)Nc1ccccc1)n1nc(-c2cc(C)ccc2C)ccc1=O (stereo unspecified),?
CCCN1C(=O)C(CC(=O)N2CCN(C)CC2)Sc2ncccc21 (stereo unspecified),6%
COCC1CN(C(C)=O)CC12CCN(Cc1cccn1C)CC2 (stereo unspecified),?
O=C(CC1=C2CCCCC2N(Cc2ccccc2)C1=O)N1CCc2ccccc2C1 (stereo unspecified),-16%
COc1ccc(-c2[nH]nc3ncc(C(=O)N4CC(O)C4)nc23)c(C)c1,-9%[86.2 µM]
CN1CCN(S(=O)(=O)c2cc3cc(F)ccc3oc2=O)CC1,?
CCn1nc(C(=O)OCC(=O)Nc2nc(-c3ccc(C)c(C)c3)cs2)c2ccccc2c1=O,26%
CSCC(=O)N1C[C@@H](NC(=O)Nc2ccc(F)cc2F)C[C@H]1C(=O)N[C@H](Cc1ccccc1)C(N)=O,-6%
Cc1nc2ccc3[nH]c(C)c(C)c3c2s1,8%
Cc1ccc2nc(C)c(C(=O)N3CCN(c4ccccc4F)CC3)cc2c1,5%
CCOc1cc(CNCc2ccco2)ccc1OCc1ccccc1,-5%
CC(C)c1cc(C(=O)Nc2cccc(C(F)(F)F)c2)nn1C1CCS(=O)(=O)C1 (stereo unspecified),-11%
O=C(c1cccc(F)c1F)N1CCOc2ccc(CN3CCN(c4ccccn4)CC3)cc2C1,-23%
CN(c1ccccc1)S(=O)(=O)c1cc(C(=O)Nc2nnc(C3CC3)s2)ccc1Cl,15%
O=C1CC(c2ccc(Cl)cc2Cl)c2c(n3c(nc4ccccc43)[nH]c2=O)N1 (stereo unspecified),9%
CCc1ccccc1NC(=O)C1CCCN(c2nnc(-n3c(C)ccc3C)s2)C1 (stereo unspecified),?
CC[C@@H](Nc1ncnc2c1CN(C1CCNCC1)C(=O)CN2C)c1ccccc1,?
O=C1CCN(S(=O)(=O)c2ccccc2)CCCC(C(=O)NC2CC2)CCN1 (stereo unspecified),-2%
COCCNC(=O)C[C@@H]1c2nc(NC(=O)c3ccc(F)cc3)sc2C[C@@H]2[C@](C)(CO)[C@H](O)CC[C@]21C,-7%
COc1ccccc1C(=O)Nc1nc(-c2ccccc2)ns1,-20%
Cc1ccc(-c2nn(-c3ccccc3)c3c2cnc2ccccc23)cc1C,-12%
CC(C)(C)CCN1CC(Oc2cccc(C(=O)N3CCCC3)c2)C1,-20%
Cc1cc2cc(C(=O)N3CCN(c4ncccc4C#N)CC3)ccc2o1,28µM*
C/C(=N\OC(=O)c1cc(-c2ccc(C)c(C)c2)nc2ccccc12)c1ccc(C(C)(C)C)cc1,4%
